cardiac RTF act – cardiac RTF calcium sensitivity activators, primary screen, biochemical, IANBD-TnC fluorescence, EC20 calcium; Troponin I, cardiac muscle (Homo sapiens) + Troponin T, cardiac muscle (Homo sapiens) + …; IANBD-labeled TnC RTF fluorescence at EC20 calcium; 0% EC20 calcium, 100% full calcium; activation, % at 7.2 µM; actives 0.24% (n = 340,000); AID 493008, 2010;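 active means activation above the mean over all tested compounds plus 3 SD, cut at about 30% in these data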;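 further: rise in fluorescence read as greater calcium sensitivity of cardiac thin filaments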
RTF Ca sens inh – cardiac RTF calcium sensitivity inhibitors, primary screen, biochemical, IANBD-TnC fluorescence, EC70 calcium | actives 0.12% (n = 340,000) | IANBD-labeled cardiac RTF, Ca2+ fluorescence | Troponin I, cardiac muscle (Homo sapiens) + Troponin T, cardiac muscle (Homo sapiens) + … | inhibition, % at 7.15 µM;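 active means inhibition above the mean inhibition of all tested compounds plus 3 SD, cut at about 17% in these data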;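 further: assay run at fixed EC70 calcium of 1.6 mM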
PvdQ inh – P. aeruginosa PvdQ acylase inhibitors, primary screen, biochemical, fluorescence, plate reader and imaging, single point; purified PvdQ acylase; inhibition, % at 10 µM; actives 0.063% (n = 340,000); AID 488965, 2010; in the data active means inhibition above about 30%, passing the limit was not always enough; inconclusive means no clear call, values can overlap the other calls;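 further: 0% = vehicle neutral wells and 100% = reference inhibitor wells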
CDK5 p35 inh – inhibitors of human CDK5/p35 kinase, primary screen, biochemical, single concentration; Cyclin-dependent kinase 5 (Homo sapiens) + Cyclin-dependent kinase 5 activator 1 (Homo …; Recombinant CDK5/p35, ADP-Glo luminescence, 60 min; inhibition, % at 10 µM; actives 0.01% (n = 330,000); AID 488839, 2010;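 active means highest replicate inhibition of at least 50% and at least 75% of replicates reaching 50%; inconclusive means only one of the two criteria met; inactive means both criteria failed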;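 further: plate controls were DMSO neutral control for no effect and GW8510 at 10 µM for full effect; many of its hits are not listed in these tables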
C-LANA FP – inhibitors of KSHV C-LANA binding to DNA, primary screen, biochemical, fluorescence polarization, FAM-LBS DNA, MBP-C-LANA, single point | inhibition, % at 9 µM | AID 504423, 2011 | actives 0.078% (n = 340,000) | Kaposi's sarcoma herpesvirus LANA C-terminal domain (residues 932-1162) DNA binding;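 active means highest replicate inhibition at or above 60% at 9 µM, even if other replicates fall short; inactive means all replicates below 60% inhibition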;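 further: 0% = neutral control wells and 100% = 4 µM acridine orange control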
dFosB act – activators of delta FosB homodimer, primary screen, biochemical, fluorescence polarization, TAMRA-CDK5 oligo, single point. Protein FosB (Mus musculus), P13346. purified delta FosB; percent of positive-control signal above neutral wells. activation, % at 25 µM. actives 0.99% (n = 340,000). AID 493131, 2011;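 active means mean activation above about 17%, with every replicate also reaching it, limit read from the data, passing the limit was not always enough; inconclusive means only one of the two conditions met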;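 further: fluorescence polarization rise as delta FosB binds a TAMRA Cdk5 AP-1 oligo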
Target sequence (P13346 whole entry, looked up): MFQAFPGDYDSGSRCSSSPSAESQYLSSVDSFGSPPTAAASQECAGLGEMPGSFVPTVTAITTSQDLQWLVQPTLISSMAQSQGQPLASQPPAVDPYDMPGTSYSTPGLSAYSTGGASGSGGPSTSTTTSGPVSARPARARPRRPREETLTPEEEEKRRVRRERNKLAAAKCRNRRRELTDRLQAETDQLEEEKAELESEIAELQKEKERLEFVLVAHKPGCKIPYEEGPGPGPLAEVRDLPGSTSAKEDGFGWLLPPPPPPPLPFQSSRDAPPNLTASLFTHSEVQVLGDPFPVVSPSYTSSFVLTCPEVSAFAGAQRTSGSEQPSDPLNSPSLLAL
Rtt109 Vps75 – inhibitors of C. albicans Rtt109/Vps75 HAT, primary screen, biochemical, ThioGlo CoA-SH fluorescence, plate reader | actives 0.16% (n = 330,000) | AID 540336, 2011 | inhibition, % at 34.9 µM | Histone acetyltransferase RTT109 (Candida albicans (strain SC5314 / ATCC MYA-2876)), … | purified Rtt109/Vps75, 4 h;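 active means inhibition of at least 50% in every replicate; inconclusive means best replicate reaches 50% inhibition but some replicates fall short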
SUMO Mot1 rescue – yeast Mot1-301 growth rescue at high temperature, primary screen, SUMOylation pathway inhibitor project, S. cerevisiae, ATP luminescence, 38.5C; S. cerevisiae Mot1-301 growth rescue; percent above DMSO median, 100 means doubled; growth rescue, % at 18.8 µM; actives 1% (n = 320,000); AID 2716, 2010;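 active means every valid replicate shows activation above 250% relative to neutral control wells; inactive means the rest, any valid replicate at or below 250%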;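 further: OY570 slx delta 5 strain wells were the positive control but not used for scaling; some compounds called inactive have numbers as strong as hits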
Keap1-Nrf2 PPI – Keap1-Nrf2 protein-protein interaction inhibitors, primary screen, biochemical, fluorescence polarization, single point | inhibition, % at 9.4 µM | actives 0.15% (n = 340,000) | Keap1 Kelch-Nrf2 peptide fluorescence polarization, 1536-well | Kelch-like ECH-associated protein 1 (Homo sapiens), Q14145; in the data active means inhibition above about 12%; inconclusive means no clear call, values can overlap the other calls; inactive means below about 7.3%;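 further: human Keap1 Kelch domain with fluorescein labeled Nrf2 9mer peptide probe; 0% = neutral control wells and 100% = peptide positive control; higher means more block of Keap1 binding to Nrf2 peptide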
Target sequence (Q14145 whole entry, looked up, the tested form may be a part): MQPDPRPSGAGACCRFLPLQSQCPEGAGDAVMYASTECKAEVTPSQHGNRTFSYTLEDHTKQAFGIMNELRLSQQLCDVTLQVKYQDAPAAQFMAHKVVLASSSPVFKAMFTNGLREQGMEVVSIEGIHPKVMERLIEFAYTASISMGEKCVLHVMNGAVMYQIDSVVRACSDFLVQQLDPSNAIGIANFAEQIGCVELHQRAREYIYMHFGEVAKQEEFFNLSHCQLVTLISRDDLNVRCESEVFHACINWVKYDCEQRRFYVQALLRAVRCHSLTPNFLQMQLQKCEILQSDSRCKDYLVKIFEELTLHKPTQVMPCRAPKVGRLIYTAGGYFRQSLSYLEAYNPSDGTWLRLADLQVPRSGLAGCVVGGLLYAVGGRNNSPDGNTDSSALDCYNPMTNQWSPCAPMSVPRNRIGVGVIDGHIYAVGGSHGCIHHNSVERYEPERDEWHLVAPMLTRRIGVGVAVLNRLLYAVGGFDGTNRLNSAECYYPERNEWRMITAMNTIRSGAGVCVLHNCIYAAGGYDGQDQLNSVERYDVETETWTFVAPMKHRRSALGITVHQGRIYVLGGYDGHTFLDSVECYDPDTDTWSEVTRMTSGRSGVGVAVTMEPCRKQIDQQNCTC
PfHsp90 yeast 2 – growth inhibition of PfHsp90-expressing yeast, primary screen, antimalarial PfHsp90 inhibitor project, S. cerevisiae, BacTiter-Glo luminescence, single point, set 2 | inhibition, % at 9.4 µM | BacTiter-Glo ATP, 48 h; yeast lacking PDR1 and PDR3 efflux regulators | AID 504621, 2011 | actives 0.32% (n = 310,000);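 active means every replicate shows inhibition above about 80%, whatever the replicate mean, limit read from the data; inconclusive means mean inhibition reaches the set limit but some replicate falls short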;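 further: 0% = DMSO neutral controls and 100% = 20 µM radicicol positive controls; yeast relying on Plasmodium falciparum Hsp90 in place of its own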
NSD2 HMT inh – NSD2 histone methyltransferase inhibitors, primary screen, biochemical, AlphaScreen, single concentration, set 2; Histone-lysine N-methyltransferase NSD2 (Homo sapiens), O96028; NSD2 peptide methylation, 120 min; inhibition, % at 12.5 µM; actives 0.54% (n = 310,000); AID 743445, 2014; in the data active means inhibition above about 50%
Numbers without * were called inactive; ? = inconclusive; nt = not tested or not shown.

SMILES	cardiac RTF act	RTF Ca sens inh	PvdQ inh	CDK5 p35 inh	C-LANA FP	dFosB act	Rtt109 Vps75	SUMO Mot1 rescue	Keap1-Nrf2 PPI	PfHsp90 yeast 2	NSD2 HMT inh
O=C(c1cccc(NS(=O)(=O)c2ccccc2)c1)N1CCCCC1	1	-9	-5	1.8	0.6	-16	6	11	2	nt	0
O=C(CN1C(=O)NC2(CCc3ccccc3C2)C1=O)Nc1ccc(F)cc1 (configuration not stated)	-4	13	21	-2.1	-1.4	12	4	8	0	-5	-1
CC1Cc2cc(S(=O)(=O)N3CCC(C(=O)N(C)Cc4ccco4)CC3)ccc2N1C(=O)C1CCC1 (configuration not stated)	-5	-4	-1	0.8	0.3	-6	50*	-11	-2	1	3
CCOC(=O)C(NC(=O)c1ccccc1)(OCC1(CC)COC1)C(F)(F)F (configuration not stated)	4	1	-9	0.0	0.4	-4	6	-9	-4	nt	5
CCOc1ccc(CCNC(=O)c2cnccn2)cc1OCC	2	-23	-20	-3.7	-0.5	-9	6	39	-8	14	5
O=C(CNc1ccc(F)cc1)N/N=C1\CCCc2ccccc21	2	-7	-9	-3.6	-0.6	-12	-4	-6	-1	-29	-2
Cc1ccccc1COc1ccc(/C(O)=C2/C(=O)C(=O)N(CCCn3ccnc3)C2c2ccco2)cc1 (configuration not stated)	-2	0	4	1.1	-0.7	1	4	-4	-1	-6	5
Cc1noc(C)c1C(=O)Nc1sc(C)c(-c2ccccc2)c1C#N	1	-2	-6	-0.1	0.8	-7	-5	434	0	-6	5
Cc1ccc(S(=O)(=O)N(CC(=O)Nc2ccccc2C(=O)O)c2ccccc2)cc1	0	-3	-15	-4.5	-0.5	0	-4	5	1	-7	1
CC(NC(=O)C1CCCN(C(=O)c2ccc(Cl)cc2)C1)c1cccc(C(F)(F)F)c1 (configuration not stated)	-7	5	?	1.1	1.3	-7	16	-8	4	6	-5
CCOC(=O)C1=C(C)NC2=C(C(=O)OC2)C1c1ccccc1 (configuration not stated)	2	4	-6	-1.0	-0.3	-4	7	nt	6	-3	-2
COc1ccc(OCC(=O)NNC(=S)NC(=O)c2ccc([N+](=O)[O-])cc2)cc1	-4	6	-5	4.9	1.4	-3	2	1	-6	-2	-2
CCOC(=O)c1nc(-c2ccccc2)sc1C(C)=O	6	0	-12	0.5	-2.6	4	-3	-11	-5	-1	1
COc1ccc(CCNC(=O)c2cc3c(=O)n4cccc(C)c4nc3n(CC3CCCO3)c2=N)cc1 (configuration not stated)	3	-10	-12	-1.4	-2.2	-9	-2	-15	-2	2	-1
CSCC[C@H](NC(=O)NCCC1=CCCCC1)C(=O)O	-5	0	4	1.0	1.8	2	1	3	-4	-18	-2
CCCn1c2ccccc2c2cnn(CC(=O)NC3CCCC(C)C3C)c(=O)c21 (configuration not stated)	-7	-12	-11	1.9	0.4	2	7	-14	4	-5	-1
CCOC(=O)c1ccc(S(=O)(=O)NC2CCC(C)CC2)cc1 (configuration not stated)	0	0	-25	1.3	-0.8	-12	1	1	-7	-58	21
CCOC(=O)C1=C(COC(=O)/C=C/c2ccccc2F)NC(=O)NC1C (configuration not stated)	-3	0	-4	1.9	-1.3	-12	-2	5	0	nt	1
CCOC(=O)[C@@H]1[C@H]2COc3ccccc3[C@H]2N2C(=O)N(c3ccc(Cl)cc3)C(=O)[C@@]12C	-8	-16	2	-0.5	1.1	0	0	180	3	18	nt
CCCCNC(=O)c1cc(-c2ccc(OC)c(OC)c2)on1	0	-6	2	-0.4	-2.3	-7	-3	23	-2	-2	nt
COc1ccc(-c2ccc3c(c2)[C@@H]2C[C@H]4[C@@H](C(=O)N2CC3)[C@H](C)ON4C)cc1	-2	0	-15	-1.0	2.9	-7	-3	nt	3	-23	nt
COCCn1c(SCC(=O)N2CCC(C)CC2)nc2c(c1=O)SCC2	1	-11	-7	-0.1	1.9	-7	-5	0	1	17	0
CC(C)(C)c1ccc(/C=C/C(=O)N2CCCCC2)cc1	-8	-11	12	-0.4	0.0	-7	25	252	-6	13	-1
Cc1cccc([N+](=O)[O-])c1NC(=O)COC(=O)c1nc2nccc(C)n2n1	3	-8	-8	0.1	1.3	-3	3	-4	-3	0	-2
Cc1ccc(N2CC(C(=O)NC3=NCCS3)CC2=O)cc1 (configuration not stated)	1	8	-15	-0.2	-0.4	-4	-3	-19	1	nt	-3
CCc1cc(C(=O)OC)c(NC(=O)CC2SC(=NC)N(C)C2=O)s1 (configuration not stated)	2	-5	-9	0.0	0.8	-6	3	-4	-3	6	-1
COc1cccc2cc(C(=O)NCc3ccc(Cl)cc3)c(=N)oc12	-5	-2	0	-1.9	-2.2	-4	1	-5	5	8	0
O=S(=O)(NCc1nnc2ccccn12)c1ccc(Cl)cc1	-2	-4	-16	1.1	0.3	-5	6	-2	-1	13	1
Cc1ccsc1/C=N/NC(=O)c1nnn(-c2nonc2N)c1C	1	-30	-7	1.3	0.2	5	-7	-3	3	-9	-1
COc1ccc(CN2[C@@H](CC(=O)O)c3ccccc3S2(=O)=O)cc1	0	-8	-16	0.4	-0.3	-9	1	232	-2	-11	nt
O=C(NCCO)C(=O)NCC(c1ccc2c(c1)OCO2)N1CCN(c2ccc(F)cc2)CC1 (configuration not stated)	-3	-2	-12	-0.2	0.4	-5	0	17	-4	-13	6
CCN(CC)c1ccc(S(=O)(=O)N2CCOCC2)cc1NC(=O)CN1C(=O)NC2(CCCC2)C1=O	-3	-6	0	-0.8	0.1	-4	-8	-16	1	10	-3
N#CC1=C(N)SC(N)=C(C#N)C1c1cccc(Oc2ccccc2)c1	37*	-71	9	2.4	-1.5	-7	nt	-20	-33	-23	nt
N#CC1=C(N)C(C#N)(C#N)C(c2cccnc2)C2COCC=C12 (configuration not stated)	4	2	-13	-0.1	2.8	-1	-12	1	-3	nt	-9
CCc1ccc2[nH]c(C)c(CN3CCCCCC3)c(=O)c2c1	-4	-4	3	-0.5	-0.4	-2	-2	-26	-7	-1	3
O=C(c1cccnc1)N1CCCC(Nc2ccc(F)cc2)C1 (configuration not stated)	-1	-2	-3	0.8	1.8	-12	-4	595*	0	-19	0
Cc1cc(C)c(NC(=O)CN(C)CC(=O)Nc2cccc(S(=O)(=O)N(C)c3ccccc3)c2)c(C)c1	2	-1	-17	-2.9	0.5	-16	-3	-10	-3	40	-1
CC1=NNC(=O)C1CCC(=O)N/N=C/C(Br)=C/c1ccccc1 (configuration not stated)	7	8	-5	0.6	0.1	-11	4	191	-4	-23	11
COc1ccc(/C=C/C(=O)Nc2cccc(S(=O)(=O)N3CCCC3)c2)cc1OC	4	2	9	0.0	1.9	4	16	110	-1	-2	-5
CC(=O)c1c(C)nc(-c2ccc(Cl)cc2)nc1NC(=O)C(C)C	-2	9	-1	-0.2	-0.2	-3	nt	-1	6	-13	6
Cc1c(C(=O)Oc2ccc(-c3cnc4ccccc4n3)cc2)cccc1[N+](=O)[O-]	3	-5	-12	-0.3	0.1	0	7	1	-7	1	-1
Cc1ccccc1C(=O)Nc1ccc2nc3n(c(=O)c2c1)CCC3	2	-7	-12	0.5	-1.1	-5	6	-8	-9	0	nt
O=C(NC1CCCCC1)C(c1ccccc1)N1CCC2(CC1)OCCO2 (configuration not stated)	6	-13	-4	0.8	-0.3	-7	1	2	1	-17	-2
O=C(Nc1ccccc1N1CCCCC1)c1cccc(OC(F)F)c1	-4	-10	1	-0.9	0.3	5	16	19	2	-1	33
Cc1cc(C(=O)CCC(=O)NCC(=O)Nc2c(C)cccc2C)c(C)s1	4	-6	-10	-9.5	-1.4	-10	-2	-1	-5	24	2
COc1ccc(-c2nc3cc(NC(=O)c4ccc5c(c4)OCO5)ccc3o2)cc1	-2	-2	7	-3.7	-1.2	11	nt	103	1	-18	-1
O=C(Nc1nccs1)c1ccc(Cl)c(S(=O)(=O)N2CCCCC2)c1	-7	-3	3	-1.6	-2.0	-13	15	-7	-3	-2	1
COC(=O)C1C(=O)C(C(=O)c2ccc([N+](=O)[O-])cc2)C(=O)CC1(C)C (configuration not stated)	-2	-7	-10	0.8	1.7	6	2	12	1	-10	-3
Cc1cc(Nc2cccc(Cl)c2)n2ncnc2n1	7	4	-2	-0.8	-2.0	-8	-2	5	-7	13	nt
O=C(COC(=O)c1cccc(O)c1)Nc1ccc(N2CCOCC2)cc1	3	-8	-16	-0.6	-1.2	-2	-9	175	-1	-3	1
CC1CCCN(C(c2ccccc2)c2sc3ncnn3c2O)C1 (configuration not stated)	6	-1	-26	-0.2	0.2	-4	34	5	-3	8	nt
Clc1ccc(CO/N=C2\CCCc3nonc32)cc1	-6	-3	-6	-1.8	1.1	-2	-1	13	-5	22	-2
O=C(C[n+]1ccc(C(=O)N/N=C/c2ccc(OCc3ccccc3)cc2)cc1)c1ccccc1	8	-10	-3	-0.5	1.1	13	-5	-5	-6	11	nt
O=C(Cn1c(-c2ccco2)nc2ccccc21)N1CCCCC1	1	-8	-1	1.6	15	-4	-7	-13	2	5	nt
COc1ccccc1NC(=O)c1ccc(NS(=O)(=O)c2c(C)noc2C)cc1	0	-2	11	0.0	0.0	-1	-2	-16	1	-2	-1
O=C(CSCc1ccc(F)cc1)Nc1ccccc1	-3	0	3	-1.2	-2.4	2	-3	5	-2	-9	-2
O=C(NCc1ccccc1)c1ccc(NC(=O)c2ccco2)cc1	-2	0	-12	-1.3	-0.2	8	-2	-1	3	-15	0

High-throughput results as filed in PubChem BioAssay.
